NPY1 pot ag: potentiates or activates human NPY-Y1 receptor; 0.37% of 220,000 active; NPY-Y1 expressing cells, potentiator/agonist activation; P25929; activation, % at 3.6 µM; in the data active means activation above about 33%, passing the limit was not always enough;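 further: cells stimulated with NPY at EC10 then isoproterenol at EC100; 0% = low agonist plus stimulus and 100% = saturating agonist plus stimulus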
TRPML3 ag: agonists of human TRPML3 channel | Q8TDD5 | HEK293 TRPML3-YFP, Fluo-8 calcium fluorescence; 100% = the carbachol control signal | activation, % at 3 µM | 0.29% of 220,000 active | AID 1448;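 active means activation above its plate's cutoff, the mean activation of the plate's test wells plus 3 SD, cut at about 12% in these data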;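 further: 0% = DMSO only wells and 100% = carbachol wells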
Target sequence (Q8TDD5 whole entry, looked up): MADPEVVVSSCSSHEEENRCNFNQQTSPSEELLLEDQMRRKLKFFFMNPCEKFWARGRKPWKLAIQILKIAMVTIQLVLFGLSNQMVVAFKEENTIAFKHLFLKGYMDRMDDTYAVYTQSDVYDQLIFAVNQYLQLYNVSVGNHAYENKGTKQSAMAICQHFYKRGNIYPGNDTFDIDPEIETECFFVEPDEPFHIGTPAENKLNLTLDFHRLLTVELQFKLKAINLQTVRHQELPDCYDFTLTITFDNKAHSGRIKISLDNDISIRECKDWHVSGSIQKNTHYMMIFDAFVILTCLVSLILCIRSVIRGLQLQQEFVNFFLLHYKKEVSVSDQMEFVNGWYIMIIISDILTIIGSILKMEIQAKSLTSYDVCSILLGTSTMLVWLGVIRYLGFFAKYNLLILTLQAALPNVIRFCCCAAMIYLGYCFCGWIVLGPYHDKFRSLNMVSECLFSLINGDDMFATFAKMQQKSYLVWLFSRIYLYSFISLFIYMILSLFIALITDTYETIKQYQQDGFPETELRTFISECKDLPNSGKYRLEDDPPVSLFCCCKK
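Material: TRPML3-YFP stable HEK293 cells | Dosing: One concentration, 3 µM nominal, 0.3% DMSO | Timing: 125 s total fluorescence read per well | Technique: Fluo-8 calcium dye fluorescence, ex 470-495, em 515-575 nm | Measure: Percent activation from peak-to-basal fluorescence ratio, scaled between DMSO and carbachol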
EP2 modulator: modulators of human EP2 prostaglandin E2 receptor. EP2-expressing cells, cAMP HTRF FRET, PGE2 co-stimulation. induction, % at 25 µM. 0.83% of 260,000 active. AID 940;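 active means compounds whose cAMP rise, as percent of the full-agonist control response, exceeds 60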;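 further: rat C6 glioma line stably carrying human EP2 under a CMV promoter; the protocol text gives 20 µM as final concentration; 100% = response of wells given 1 µM PGE2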
CHOP inhibitor: CHOP inhibition in unfolded protein response; 3.8% of 220,000 active; CHO-K1 CHOP-promoter luciferase, tunicamycin-induced, 15-18 h; inhibition, % at 10 µM; AID 2732;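 active means compounds that reduced the stress-induced luciferase reporter signal by more than about 70% of percent inhibition, limit read from the data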;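 further: 0% = tunicamycin plus vehicle and 100% = wells without tunicamycin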
NPY-Y2 PAM-ag: human NPY-Y2 potentiation or agonism, primary screen; activation, % at 3.6 µM; 0.45% of 220,000 active; P49146; cells expressing NPY-Y2, potentiator/agonist read-out; in the data active means activation above about 27%;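 further: cells stimulated with NPY near EC25 plus isoproterenol at EC100; 0% = vehicle plus submaximal agonist and 100% = vehicle plus saturating agonist; some results beyond the cut were filed as inactive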
Target sequence (P49146 whole entry, looked up): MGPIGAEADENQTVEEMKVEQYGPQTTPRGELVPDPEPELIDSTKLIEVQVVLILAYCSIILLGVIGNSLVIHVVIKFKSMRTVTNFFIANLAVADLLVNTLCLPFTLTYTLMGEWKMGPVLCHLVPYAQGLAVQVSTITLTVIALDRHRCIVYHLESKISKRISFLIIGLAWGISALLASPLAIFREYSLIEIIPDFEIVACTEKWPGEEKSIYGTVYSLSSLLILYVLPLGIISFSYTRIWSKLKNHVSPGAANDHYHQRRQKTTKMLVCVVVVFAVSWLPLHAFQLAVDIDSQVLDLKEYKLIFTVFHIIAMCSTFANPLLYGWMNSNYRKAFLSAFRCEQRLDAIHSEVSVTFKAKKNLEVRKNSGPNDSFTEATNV
S1P4 agonist: activates the human S1P4 receptor; O95977; S1P4-expressing cell line, agonist reporter assay; activation, % at 4.98 µM; 0.35% of 220,000 active; AID 1509; in the data active means activation above about 11%;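 further: 0% = DMSO vehicle and 100% = reference agonist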
TRPN1 ag: zebrafish TRPN1 (NompC) channel agonism | HEK293 zebrafish TRPN1-YFP, Fluo-8 calcium fluorescence; 100% = response to 87 µM carbachol | AID 1424 | 0.18% of 220,000 active | activation, % at 3 µM;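 active means activation above its plate's cutoff, the mean activation of test wells on that plate plus 3 SD, cut at about 19% in these data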;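 further: 0% = DMSO alone and 100% = 87 µM carbachol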
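Assay system: Zebrafish TRPN1-YFP in HEK293 cells | Incubation: Dye loading 1 h at 37 °C, then 30 min room temperature | Measured by: Kinetic Fluo-8 fluorescence, ex 470-495, em 515-575 nm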
S1P4 antag: antagonists of human S1P4 receptor | inhibition, % at 4.98 µM | 0.26% of 220,000 active | O95977 | S1P4-expressing cells, antagonist mode, reporter read-out; in the data active means inhibition above about 29%;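 further: 0% = wells stimulated with agonist and 100% = vehicle wells without agonist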
NPY-Y1 antag: NPY-Y1 (human) receptor antagonism; inhibition, % at 3.6 µM; HEK293-CNG Y1 cells, membrane potential fluorescence; NPY at EC95, then isoproterenol; P25929; 1% of 200,000 active;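 active means inhibition above the campaign mean inhibition of all tested compounds plus 3 SD, cut at about 20% in these data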;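 further: 0% = DMSO wells given NPY plus isoproterenol and 100% = isoproterenol alone without NPY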
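Benchmarks – high control isoproterenol alone, low control NPY with isoproterenol · Material – HEK293 Y1/CNG channel cell line · Times – dye 3 h, compound 60 min room temperature, stimulation 45 min · Probe or stimulus – NPY (25 nM), isoproterenol (1 µM), Ro 20-1724 (25 µM) · Evaluation – % inhibition of NPY effect · Signal – fluorescence, membrane potential probe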
Starred values were filed as active, the others as inactive; . = not tested or not shown; & = joins results of further samples.

SMILES | NPY1 pot ag | TRPML3 ag | EP2 modulator | CHOP inhibitor | NPY-Y2 PAM-ag | S1P4 agonist | TRPN1 ag | S1P4 antag | NPY-Y1 antag
CCN(CC)CC1(O)CCN(C(=O)c2ccc(Cl)c(Cl)c2)CC1 | -7 | 0.7 | -19 | -7 | -10 | 1.1 | 0.3 | -20 | -1
CCC(C)Cn1c(C)nc2ccccc21 (stereo not drawn) | 1 | 1.5 | 4 | 20 | 13 | -1.6 | 4.2 | -12 | 4
CC1CCCN(S(=O)(=O)c2ccc(NC(=O)CCN3C(=O)c4ccccc4C3=O)cc2)C1 (stereo not drawn) | 18 | 0.0 | -25 | 2 | 4 | -0.7 | 1.3 | -3 | -1
CCCCNC(=O)CSc1nc2n[nH]c(C)c2c(=N)n1-c1cccc(Cl)c1C | 10 | -0.3 | 0 | 49 | 0 | -0.4 | -1.4 | -1 | -2
COC(=O)C1(C)CN(S(=O)(=O)c2ccc(C)cc2)c2cc(OC)ccc2C1=O (stereo not drawn) | -9 | 0.0 | 25 | 29 | -2 | 1.1 | -0.6 | -6 | -3
C=C(C)c1cccc(C(C)(C)NC(=O)N2CCCC2)c1 | -8 | 0.0 | 8 | 8 | -8 | -0.8 | -1.0 | 6 | 6
Clc1ccccc1OCc1nc(-c2ccccn2)no1 | 10 | 0.0 | -2 | 39 | 3 | 0.2 | 0.2 | -1 | 1
CN(C)/C=C1\C(=O)N(c2ccc(F)cc2F)C(c2cccnc2)S1(=O)=O (stereo not drawn) | -2 | 0.9 | 25 | -1 | 0 | 1.2 | 1.5 | -5 | .
CC1CCC(NC(=O)Cn2c(=O)[nH]c3ccsc3c2=O)CC1 (stereo not drawn) | -1 | 0.8 | 18 | 1 | -7 | -3.4 | -0.5 | 8 | 14
O=C(COc1cccc2cccnc12)N/N=C/c1cccn1-c1ccc(F)cc1 | -63 | -0.9 | -41 | 7 | -46 | 0.0 | -0.8 | -2 | .
O=C(Nc1cccc(N=Cc2cc(Cl)cc(Br)c2O)c1)c1ccco1 | -9 | 0.5 | 0 | 18 | -5 | -0.2 | 0.6 | -9 | 5
COC(=O)c1nn(-c2ccccc2)c(=O)cc1Oc1ccc(Cl)cc1 | -7 | -0.2 | 6 | -11 | 4 | -1.3 | 0.1 | -118 | 3
CCC1C(=O)N(c2nc(C)cc(C)n2)N=C1C (stereo not drawn) | -9 | 0.2 | 21 | 0 | 4 | -1.5 | -0.6 | 2 | 1
NNC(=S)NCCc1ccccc1 | 10 | 0.5 | -36 | 11 | 1 | 0.1 | -1.0 | 3 | 4
CCOC(=O)c1cc(C)sc1NC(=S)Nc1ccccc1 | 4 | 0.9 | 65* | 34 | 4 | -1.1 | 0.2 | -3 | -2
COCCn1c(C)cc(C(=O)CSc2nc3ccccc3c(=O)[nH]2)c1C | -3 | 2.1 | -53 | 26 | 4 | -0.5 | 2.7 | -25 | 7
O=c1c2sccc2nc(SCc2cc(=O)n3ccccc3n2)n1Cc1ccccn1 | -8 | -0.3 | 15 | -7 | 13 | 1.5 | 0.5 | -8 | -3
O=C(Nc1ccccc1O)c1ccc(Cl)cc1 | -18 | 1.5 | 5 | 14 | 0 | 1.0 | 0.6 | 20 | -4
COc1ccc(-n2c(=O)c3ccccc3n(CC(=O)Nc3cccc(OC)c3)c2=O)cc1 | 24 | 0.9 | -1 | 8 | 5 | 1.0 | 0.4 | -12 | 1
CCC(=O)O/N=C(\N)c1ccc(Oc2cc(C)c(Cl)c(C)c2)c([N+](=O)[O-])c1 | 7 | 0.1 | 9 | 45 | 6 | -0.9 | -0.8 | -10 | .
O=C(O)CC/C(=N\NC(=O)c1ccccc1Br)c1ccccc1 | -12 | 0.2 | 11 | 28 | -4 | 0.7 | -0.7 | -21 | 4
O=C(Cc1ccccc1)N/N=C/c1cccs1 | 0 | 0.4 | -4 | -20 | 4 | -0.7 | 0.3 | 5 | 1
Cc1cc(C)c(S(=O)(=O)N2CCCOC2CNC(=O)C(=O)NCc2cccnc2)c(C)c1 (stereo not drawn) | 15 | 1.2 | -1 | 26 | 0 | -0.4 | 0.5 | -17 | 4
CCOC(=O)C1=C(C)Nc2nnnn2C1c1cccnc1 (stereo not drawn) | 18 | 0.5 | 25 | 12 | 6 | -0.2 | 0.8 | -4 | 0
O=C(Nc1ncc(Cc2ccccc2Cl)s1)C1=NCCN1 | -5 | 0.6 | 1 | 0 | -11 | 1.2 | 3.1 | -5 | 0

Further records.
SMILES | NPY1 pot ag | TRPML3 ag | EP2 modulator | CHOP inhibitor | NPY-Y2 PAM-ag | S1P4 agonist | TRPN1 ag | S1P4 antag | NPY-Y1 antag
CN(C)/N=C/c1ccc(P(c2ccc(/C=N/N(C)C)o2)c2ccc(/C=N/N(C)C)o2)o1 | 4 | -0.2 | 1 | 30 | -36 | 1.7 | -0.6 | -22 | 13
O=C(Nc1cccnc1)c1ccc(COc2ccccc2Br)o1 | -36 | -0.4 | -30 | 21 | 12 | 1.8 | 0.4 | -18 | -2
COC(=O)c1ccc(Oc2nc(NC(C)C)nc(NC(C)C)n2)cc1 | 10 | 0.2 | 22 | 32 | -5 | 0.3 | 1.2 | 3 | .
Cc1cc(N2CCN(c3nc(-c4ccc([N+](=O)[O-])cc4)cs3)CC2)c2ccccc2n1 | 12 | 0.7 | 21 | 82* | 1 | 1.8 | 0.9 | -32 | 4
Cc1ccc(N2CC(C(=O)Nc3cc(C)on3)CC2=O)cc1 (stereo not drawn) | 9 | -0.1 | -8&9 | 24 | 7 | 1.8 | -0.5 | 2 | 3
COc1ccc(Cc2n[nH]c(=S)n2C)cc1Br | -4 | 0.6 | 22 | 31 | 3 | 2.0 | 1.1 | -5 | 2
Cc1nn(-c2ccccc2)c(C)c1CN | -10 | 0.8 | 2 | 14 | -8 | 2.0 | -0.1 | -27 | 3
CCOc1ccccc1C(=O)NCCCCCC(=O)O | 6 | 0.0 | -3 | 28 | 6 | 1.7 | 0.6 | -19 | 6
Cc1ccc(NC(=O)C(=O)NCc2ccc(/C=N/NC(=O)c3c(C)nc4cc(C)ccn34)o2)cc1 | 4 | -1.6 | 16 | 79* | 12 | 1.6 | -2.8 | -9 | -3
CCOC(=O)CNC(=S)N(Cc1ccc(C)cc1)Cc1ccc(C)o1 | -31 | 0.0 | 52 | 61 | 3 | -0.4 | -1.9 | -16 | 6
Cc1cccc(C)c1NC(=O)N1CCC(n2c(=O)[nH]c3ccccc32)CC1 | 5 | -0.1 | 15 | 4 | 11 | 1.2 | 1.0 | -26 | 0
CC(C)=NOCc1ccc(-c2cn([C@@H]3COC[C@H]3O)nn2)cc1 | -1 | 0.7 | 35 | 14 | 8 | 0.5 | 1.0 | 14 | -1
CCOC(=O)Cc1cnc(NC(=O)NC(C(=O)OCC)(c2ccccc2)C(F)(F)F)s1 (stereo not drawn) | 3 | -0.2 | 10 | 85* | 6 | 1.0 | -1.7 | 4 | 1
Cc1ccc(OCCC(=O)Nc2ccc(F)c(F)c2)cc1 | 16 | 0.3 | -22 | 32 | -9 | 2.2 | -0.3 | 7 | 2
COc1ccc(-c2nnc(N3CCCCC3)c3ccccc23)cc1 | -9 | -0.7 | 25 | 28 | -11 | 3.1 | -0.9 | -8 | 1
CCc1ccc(C(=O)NC(=S)Nc2ccc(N3CCOCC3)cc2)cc1 | 4 | 0.6 | -22 | 6 | -2 | -1.8 | 1.3 | -3 | 0
CCOC(=O)N1CCN(CC(=O)c2ccc3c(c2)CCN3)CC1 | 17 | 1.0 | -29 | -5 | 1 | 0.1 | 0.7 | 5 | 1
COc1cc(C(=O)NNC(=O)c2ccc(NC(=O)C(C)(C)C)cc2)cc(OC)c1OC | 17 | 0.2 | 21 | -23 | -2 | 1.6 | 1.4 | -11 | 1
O=C1N=C(N2CCCCC2)S/C1=C/C1=Cc2ccccc2OC1 | -4 | 0.6 | -16 | 11 | -2 | 0.4 | -0.1 | 4 | -4
Cc1ccc(C)c2c(SC(C)C(=O)NCc3ccco3)nc(-c3ccccc3)nc12 (stereo not drawn) | -1 | -0.3 | 19 | 55 | 1 | -2.2 | -1.6 | -24 | 0
Cc1cccc(NC(=O)c2ccc3c(Cl)c4c(nc3c2)CCCC4)n1 | -8 | 1.5 | 19 | 56 | -2 | 3.8 | 2.1 | 5 | 3
CC(C(=O)N(C)Cc1ccccc1)N1CCN(C/C=C/c2ccccc2)CC1 (stereo not drawn) | 0 | 0.6 | -24 | 15 | -5 | 1.6 | -0.6 | -3 | .
Cc1cc(C)nc(N2C(=O)CC(Cc3ccc(Cl)cc3)C2=O)n1 (stereo not drawn) | 5 | 0.2 | 27 | 6 | -4 | 0.5 | 3.7 | -10 | 0
COc1ccccc1N1CCN(C(=O)COc2ccc(Cl)cc2Br)CC1 | 0 | -0.2 | -6 | 43 | 1 | -0.4 | 0.2 | 13 | 3
COc1ccc(NC(=O)c2ccc(-n3cccn3)nc2)c(OC)c1 | -14 | 0.2 | 0 | 30 | 12 | 1.5 | -0.2 | 3 | 0

(more compounds)
SMILES | NPY1 pot ag | TRPML3 ag | EP2 modulator | CHOP inhibitor | NPY-Y2 PAM-ag | S1P4 agonist | TRPN1 ag | S1P4 antag | NPY-Y1 antag
CCC(=O)N1CCc2cc(Br)cc(S(=O)(=O)NCC3CCCO3)c21 (stereo not drawn) | 5 | 0.4 | -8 | -9 | 11 | 0.7 | 1.5 | -19 | 0
CCC(C(=O)Nc1cccc(C(F)(F)F)c1)c1ccccc1 (stereo not drawn) | -7 | -0.5 | -9 | 27 | -14 | 0.2 | -0.4 | -11 | 20*
Cc1nn(C)c(C)c1/C=N/NC(=O)CCn1cc([N+](=O)[O-])cn1 | 17 | 0.1 | 10 | -2 | 7 | -0.5 | 0.3 | 0 | -1
O=C(c1cc2nc(-c3ccccc3)cc(-c3ccccc3)n2n1)N1CCN(C(=O)c2ccco2)CC1 | -4 | -0.2 | 24 | 53 | -2 | 0.5 | 1.2 | -22 | 9
COc1ccc(CCNC(=O)c2ccc(CN3CCC(Cc4ccccc4)CC3)cc2)cc1OC | 7 | 1.7 | -19 | 21 | -15 | 0.5 | 0.0 | -11 | 5
O=C(NCCCN1CCCC1=O)NC12CC3CC(CC(C3)C1)C2 | 13 | 0.0 | 26 | 53 | -5 | -2.2 | 1.1 | 6 | -1

Whole records as entered above.
Entry for O=C(c1cc2nc(-c3ccccc3)cc(-c3ccccc3)n2n1)N1CCN(C(=O)c2ccco2)CC1 → NPY1 pot ag = -4; TRPML3 ag = -0.2; EP2 modulator = 24; CHOP inhibitor = 53; NPY-Y2 PAM-ag = -2; S1P4 agonist = 0.5; TRPN1 ag = 1.2; S1P4 antag = -22; NPY-Y1 antag = 9
Entry for Cc1nn(C)c(C)c1/C=N/NC(=O)CCn1cc([N+](=O)[O-])cn1 → NPY1 pot ag = 17; TRPML3 ag = 0.1; EP2 modulator = 10; CHOP inhibitor = -2; NPY-Y2 PAM-ag = 7; S1P4 agonist = -0.5; TRPN1 ag = 0.3; S1P4 antag = 0; NPY-Y1 antag = -1
